Screens from PubChem.
Lipid storage S3 – qHTS Assay for Lipid Storage Modulators in Drosophila S3 Cells; Drosophila S3 cells, BODIPY lipid droplet fluorescence, 18-24 h; cells fed with added oleic acid; Potency in µM for hits, for the others lipid storage change, negative = inhibition, % at the top dose, mostly 46.1 µM; 320,000 compounds, 0.64% hits; AID 2685, 2010; active means well fitted inhibition curve with a large enough effect in the signal ratio, with a control signal flat, not every such curve was filed as active; inconclusive means small, poorly fitted or top-dose-only effect, or effect the other way, or a change in a side signal; the % refers to the signal ratio
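Drosophila S3 cells got compounds at several concentrations plus oleic acid (400 uM solution). Laser-scanning cytometry with 488 nm excitation read lipid droplets at 500-530 nm and cells at 575-640 nm. Percent activity was relative to 20 uM Triacsin C.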
Lipid storage S3 cell count max – further read-out of Lipid storage S3, marked with its call; cell number change, %; measured here: cell count max response;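 cells counted by Cell Tracker Red CMTPX staining in the red channel; peak over a dose series mostly up to 46.1 µM; percent activity relative to internal control wells on each plate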
* hit, by the source's call; i = inactive; ? = inconclusive; / = not tested or not shown. On the % scale 0 is the no-effect control and ±100 the full control effect; potency means the concentration at half of the fitted maximal effect.

Each structure is followed by: Lipid storage S3	Lipid storage S3 cell count max
> COC(=O)Cc1c(C)c2ccc(OCC(=O)c3ccc(OC)c(OC)c3)cc2oc1=O
 : i	7.9
> Cc1ccc(N2CC(C(=O)OCC(=O)c3ccc[nH]3)CC2=O)cc1 (stereo not given)
 : -1.1%	-1.6
> COC(=O)c1ccccc1NC(=O)CSc1nncn1-c1cccnc1
 : 10.3%	2.6
> O=C1NC2(CCOc3ccccc32)C(=O)N1CC(=O)N(Cc1ccccc1)C1CCS(=O)(=O)C1 (stereo not given)
 : i	-6.1
> CC(C)Oc1ccc(Nc2ncnc3ccccc23)cc1
 : ?	/
> O=C(NC1CCCC1)C(c1ccc(F)cc1)N(Cc1ccccc1Cl)C(=O)CCl (stereo not given)
 : 3.0%	4.4
> Cc1ccccc1NC(=O)COC(=O)/C=C/c1cccc(C(F)(F)F)c1
 : ?	/
> Cc1ccc(C(=O)Nc2nnc(C3=COCCO3)o2)cc1C
 : ?	/
> COc1cc(C)nc(N2CCCC(C(=O)NC3CCC(C)CC3)C2)n1 (stereo not given)
 : ?	/
> CCc1cc(=O)oc2c(C)c(OC(C)C(=O)NC3CC(C)(C)NC(C)(C)C3)ccc12 (stereo not given)
 : ?	/
> CCOc1ccccc1C1C(C#N)=C(N)N(N(C)C)C2=C1C(=O)CCC2 (stereo not given)
 : ?	/
> O=C(Nc1ccccc1)c1ccc(Br)o1
 : 2.4%	27.4
> Cc1ccc(CN2CCSc3ccc(C(=O)NCC4CCCO4)cc32)cc1 (stereo not given)
 : i	-20.3
> O=C1c2cccnc2C(Nc2ccc(Br)cc2Br)N1Cc1cccs1 (stereo not given)
 : 0.5%	-15.9
> Nc1ccc(S(=O)(=O)Nc2nc3ccccc3o2)cc1
 : ?	/
> Cc1ccnc2nc(C(=O)OCC(=O)NC3CCC(C)CC3)nn12 (stereo not given)
 : ?	/
> O=S(=O)(Nc1nc2ccccc2nc1-[n+]1cccc(N=C([O-])c2ccccc2Cl)c1)c1ccccc1
 : -12.5%	2.0
> COc1ccc(-c2csc(Nc3cccc(C)n3)n2)cc1
 : ?	/
> CCc1nonc1NC(=O)COc1cc(C)c(Cl)c(C)c1
 : ?	/
> Cc1ccc(S(=O)(=O)NCc2c(-c3ccccc3)c3cc(Cl)ccc3[nH]c2=O)cc1
 : 13.2%	1.1
> Cc1ccc(/C=C/C(=O)c2c(C)cc(C)[nH]c2=O)cc1
 : -19.2%	-25.1
> CCCCCN(C(=O)CCC(=O)OCCOc1ccccc1Cl)c1c(N)n(CCCC)c(=O)[nH]c1=O
 : ?	/
> Cc1cccc(N2CCN(C(=O)Cc3cn(C)c4ccccc34)CC2)c1C
 : ?	/
> CCCc1cc(=O)n2nc(N3CCC(C(=O)N4CCN(c5ccc(OC)cc5)CC4)CC3)sc2n1
 : ?	/
> COc1ccc(C(=O)N/N=C(\C)c2ccc(NC(=O)Cc3ccccc3)cc2)c(OC)c1
 : i	-21.0
> Cn1c(-c2ccc(F)cc2)cnc1NCc1cccc(F)c1
 : 11.7%	-17.8
> O=C(c1ccco1)N1CCN(c2ccc(F)cc2)CC1
 : 0.7%	7.5
> CCCOCCOC(=O)c1[nH]c2c(c1C)C(=O)CC(c1cc(OC)ccc1OC)C2 (stereo not given)
 : ?	/
> CC(C)(C)CC(=O)N[C@@H](Cc1ccccc1)c1nc2ccccc2[nH]1
 : ?	/
> C/C(=N\Nc1cc(N2CCOCC2)ncn1)c1ccccc1
 : ?	/
> Cc1ccc(Cn2c(=O)n(-c3ccccc3)c(=O)c3ccc(C(=O)NCc4ccco4)cc32)cc1
 : 14.0%	4.5
> Cc1ccc(CN(C#N)c2nc(C)cc(C)n2)cc1
 : ?	/
> COc1ccc(C(=O)N[C@H]2COC(C)(C)O[C@H]2c2ccccc2)cc1
 : -0.1%	/
> c1cc(CSc2nnc(-c3ccc4c(c3)OCO4)o2)ccn1
 : ?	/
> C=CCOc1nc(-c2ccccc2Cl)nc2ccccc12
 : ?	/
> Cc1ccccc1Nc1c(-c2ccccn2)nc2c(C)cccn12
 : -0.2%	/
> Cc1ccc(NS(=O)(=O)c2ccc(-c3csc(C)n3)s2)c(C)c1
 : ?	/
> COc1ccc(-c2nnc(SCC(=O)NCCC(C)C)nc2-c2ccc(OC)c(OC)c2)cc1OC
 : ?	/
> CCN(C(=O)COc1ncnc2ccc(Br)cc12)C1CCS(=O)(=O)C1 (stereo not given)
 : 8.6%	1.6
> CNc1ccc(Br)cc(C(=O)/C=C/c2cc(OC)ccc2OC)c1=O
 : ?	/
> N#Cc1nc(COc2ccc(F)cc2)oc1NCCN1CCOCC1
 : ?	/
> N#C/C(=C/c1cccc([N+](=O)[O-])c1)c1nnc2n1CCCCC2
 : 2.59µM*	-13.7*
> Cc1ccc(N(C(=O)Cn2nnc(-c3ccccc3)n2)C(C(=O)NC2CCCCC2)c2ccccn2)cc1C (stereo not given)
 : ?	/
> Cc1cc(C)nc(N2CCCC(C(=O)NC(C)CCc3ccco3)C2)n1 (stereo not given)
 : 9.4%	-6.3
> CC(=O)Nc1nnc(SCC(=O)NC2CCCC2)s1
 : ?	/
> NS(=O)(=O)c1ccc(Nc2nc(-c3ccc4ccccc4c3)cs2)cc1
 : ?	/
> Cc1nc2nc[nH]n2c(=O)c1NC(=O)CCc1ccccc1
 : ?	/
> CC1(C)CC(=O)C2=C(C1)N(c1ccc(F)cc1)C(=O)NC2(C(F)(F)F)C(F)(F)F
 : -2.0%	/
> C=CCn1c(Cc2nc3ccccc3[nH]2)n[nH]c1=S
 : i	/
> Cc1ccc(S(=O)(=O)N2CCCC(C(=O)NCc3ccccn3)C2)cc1 (stereo not given)
 : i	/
> CCN(CC)C(=O)C1CCCN(c2ccc([N+](=O)[O-])cc2/C=N/NC(=O)c2cccc(Br)c2)C1 (stereo not given)
 : ?	/
> O=S(=O)(c1ccccc1C(F)(F)F)N1CCN(S(=O)(=O)c2ccccc2C(F)(F)F)CC1
 : ?	/
> Cc1ccc(C(=O)CN2CCN(c3ccccn3)CC2)c(C)c1
 : ?	/
> CC(C)(C)c1csc(NC(=O)c2cccnc2)n1
 : ?	/
> O=C1CC(C(=O)Nc2ccc(C(=O)N3CCOCC3)cc2)C2(CCCCC2)O1 (stereo not given)
 : 20.2%	19.4
> CC(C)(C)NC(=O)C(c1ccco1)N(C(=O)Cn1nnc(-c2ccc(F)cc2)n1)c1ccccc1F (stereo not given)
 : i	/
> CC(=O)OC1(C(F)(F)F)Oc2ccccc2NC1=O (stereo not given)
 : ?	/
> O=C(Nc1nnc(CCS(=O)(=O)c2ccc3ccccc3c2)s1)c1ccc([N+](=O)[O-])cc1
 : ?	/
> O=C1/C(=C/c2ccc(O)c([N+](=O)[O-])c2)SC(=S)N1Cc1ccccc1
 : ?	/
> Cc1ccc2[nH]c(C(F)(F)F)cc(=O)c2c1
 : -9.0%	2.9

Following part.
Each structure is followed by: Lipid storage S3	Lipid storage S3 cell count max
> COc1ccc(NC(=O)CSCC(=O)Nc2ccc(S(=O)(=O)N3CCCCC3)cc2)cc1
 : -24.7%	6.9
> Clc1ccc2nc(-c3ccc(Cl)nc3)[nH]c2c1
 : ?	/
> CSc1ccc(/C=C(/NC(=O)c2ccccc2)C(=O)NCCN2CCOCC2)cc1
 : 10.6%	-17.8
> Cc1csc(NC(=O)CSCC(=O)O)c1-c1nc2ccccc2s1
 : 0.1%	-9.0
> O=C(CN(Cc1ccco1)C(=O)c1cccc(F)c1)Nc1ccccc1C(F)(F)F
 : ?	/
> C#CC1(NC(=O)NS(=O)(=O)c2ccc(C)cc2)CCCCC1
 : -0.1%	11.9
> NS(=O)(=O)c1ccc(CCNC(=O)c2cncc(Br)c2)cc1
 : ?	/
> CC(=NCCN1CCN(C(=S)Nc2ccccc2)CC1)C1=C(O)CC(C)(C)CC1=O
 : -10.8%	-29.5
> Cc1noc(C)c1COc1ccc2ccc(=O)oc2c1
 : ?	/
> COc1cccc(-c2nc(CS(=O)(=O)CC(=O)Nc3c(C)cccc3C)c(C)o2)c1
 : ?	/
> CC(=O)[C@H]1[C@H](C#N)C[C@H]2[C@@H]3CC=C4C[C@@H](O)CC[C@]4(C)[C@H]3CC[C@@]21C
 : -7.1%	17.1
> O=C(CSc1nc(Nc2ccccc2)nc(N2CCOCC2)n1)N1CCCC1
 : i	-4.0
> Clc1cccc(CSc2nc3ccncc3[nH]2)c1
 : ?	/
> COc1ccccc1NC(=O)CN1C(=O)CC(C)S(=O)(=O)c2ccccc21 (stereo not given)
 : -11.4%	/
> Cc1ccc(/C=C2\SC(N3CCCCC3)=NC2=O)cc1
 : 5.7%	-8.2
> O=C(Nc1ccc2oc(-c3ccncc3)nc2c1)c1ccc(Br)o1
 : ?	/
> Cc1ccc(C23CC4CC(CC(C(=O)N5CCOCC5)(C4)C2)C3)cc1
 : ?	/
> CCN(C(=O)COC(=O)c1ccc2c(=O)n3c(nc2c1)CCC3)C1CCS(=O)(=O)C1 (stereo not given)
 : 10.5%	2.3
> Cc1ccc(/C=N/NC(=O)C(O)c2ccccc2)o1 (stereo not given)
 : ?	/
> CN(c1ccccc1)c1nc(N)c([N+](=O)[O-])c(N2CCCCCC2)n1
 : -3.2%	15.4

Of the compounds above, these have a tert-butyl group.
Each structure is followed by: Lipid storage S3	Lipid storage S3 cell count max
> CC(C)(C)CC(=O)N[C@@H](Cc1ccccc1)c1nc2ccccc2[nH]1
 : ?	/
> CC(C)(C)c1csc(NC(=O)c2cccnc2)n1
 : ?	/
> CC(C)(C)NC(=O)C(c1ccco1)N(C(=O)Cn1nnc(-c2ccc(F)cc2)n1)c1ccccc1F (stereo not given)
 : i	/

More compounds.
Each structure is followed by: Lipid storage S3	Lipid storage S3 cell count max
> Cc1ccc(CNC(=O)CCS(=O)(=O)c2ccc3c(c2)NC(=O)C(C)S3)cc1 (stereo not given)
 : ?	/
> O=C(NCc1nc2ccccc2[nH]1)c1cccc(S(=O)(=O)N2CCCCC2)c1
 : ?	/
> O/N=C/c1cc(Br)ccc1OCc1cccc(F)c1
 : ?	/
> CCCN(CC(=O)Nc1ccc(C(N)=O)cc1)CC(=O)Nc1ccc(Cl)cc1Cl
 : ?	/
> Cc1ccc(S(=O)(=O)N2CCC(C(=O)NCC(C)(C)N3CCOCC3)CC2)c(C)c1
 : ?	/
> CCOc1ccc(NC(=S)NCCN2CCN(Cc3ccccc3)CC2)cc1
 : 4.7%	-18.5
> NC(=O)N[C@@H](Cc1c[nH]c2ccccc12)C(=O)OCC(=O)N1CCCCC1
 : -1.6%	-3.7
> O=C(O)CCn1cc(-c2ccc(F)cc2)nc1-c1ccncc1
 : ?	/
> COC(=O)c1sc(S(=O)(=O)NCc2cccs2)c(C(=O)OC)c1C
 : i	/
> Cc1sc2ncn(CC(=O)NCCc3ccccc3)c(=O)c2c1C
 : ?	/
> Cc1nnsc1S(=O)c1ccc(Br)cc1 (stereo not given)
 : 3.7%	-6.7
> CCCSc1nc2c(c(=O)[nH]c(=O)n2C)n1Cc1ccccc1
 : i	-23.4
> O=C(NCCCO)C(=O)NCc1ccncc1
 : 4.5%	24.7
> CCc1nnc(NC(=O)CSc2nccn2-c2ccccc2)s1
 : ?	/
> COc1ccc(CN2C(=O)c3ccccc3C2C(=O)NC2CCCCCC2)c(OC)c1 (stereo not given)
 : -4.2%	-2.0
> Cc1nc2ncnn2c(C)c1Cc1c(Cl)cccc1Cl
 : ?	/
> O=C(COC(=O)c1ccccc1NS(=O)(=O)c1cccs1)NCC12CC3CC(CC(C3)C1)C2
 : 11.1%	10.3
> COC(=O)c1ccc(NC(=O)c2cccc(NC(=O)c3ccccc3)c2)cc1
 : ?	/
> Cc1cccc(N2C(=O)C3C(c4ccccc4)OC4(C(=O)c5ccccc5C4=O)C3C2=O)c1 (stereo not given)
 : ?	/
> COc1ccc(/C=C/C(=O)Nc2ccc(C)cc2)cc1S(=O)(=O)N1CCOCC1
 : -12.8%	0.9
> CCCCN(C(=O)CSCC(=O)Nc1cccc(C)c1)c1c(N)n(Cc2ccccc2)c(=O)[nH]c1=O
 : ?	/
> CCN(CC)C(=O)c1cccc(NC(=O)c2cc(C3CC3)nc3c2cnn3C(C)C)c1
 : ?	/
> COc1ccccc1/C=C\C=N\NC(=O)c1ccco1
 : ?	/
> Cn1cc(C(=O)NS(=O)(=O)Nc2ccc(Br)cn2)c2ccccc21
 : i	-15.6
> O=c1ccc(-c2nc3ccccc3n2Cc2ccc(Cl)cc2)c[nH]1
 : 1.6%	-7.0
> COc1cc(OC)c(C2=NOC(C(=O)Nc3ccc4c(c3)OCO4)C2)cc1Cl (stereo not given)
 : ?	/
> CN(Cc1ccccc1)C(=O)CCC(=O)N(C)Cc1ccccc1
 : 4.1%	0.5
> CCS(=O)(=O)c1nc(S(=O)(=O)c2ccc(C)cc2)c(NCCCn2ccnc2)s1
 : 21.2%	/
> CC(C)N(CCC#N)C(=O)Nc1ccc2c(c1)CCO2
 : 10.1%	4.0
> Cc1ccccc1CN1CCNC(=O)C1CC(=O)O (stereo not given)
 : ?	/
> CCSc1ncnc2sc3c(c12)CCC3
 : ?	/
> O=[N+]([O-])c1ccc(CN2CCCCCC2)s1
 : -6.4%	-8.8
> COc1cccc(CNC(=O)c2cc3c(cc2Cl)N2CCCCCC2=NS3(=O)=O)c1
 : ?	/
> COC(=O)c1cccc(C(=O)Nc2ccc(F)cc2)n1
 : 1.8%	-10.2

A portion of the library; count on the stated rates, not on these rows.
